AT treatment = qHTS Assay for Identifying a Potential Treatment of Ataxia-Telangiectasia; […] A-T fibroblasts, KAP-1 phosphorylation AlphaLISA; neocarzinostatin DNA damage 30 min before lysis; Potency, µM (doses to about 57.5 µM), without a hit: at the top dose activation, usual class: activators; actives 0.19% (n = 320,000); AID 485349, 2010; also: potency is read from the fitted curve at half-maximal effect; % of control where 0% means no effect; nearly all actives have a fitted effect of over 45% in size
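ATM-like activity read as KAP-1 phosphorylation via AlphaLISA donor/acceptor antibody pairs after lysis and 6 hr at 25C. Cells were ATM-null patient fibroblasts ([…], hTERT), dosed 60 min, then exposed to the DSB inducer NCS for 30 min.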
TRPV1 agonist = HTS Assay for Compounds that Act as Agonists of the Vanilloid Receptor 1 | AID 540275, 2011 | Transient receptor potential cation channel subfamily V member 1 (Homo sapiens), Q8NER1 | activation, % at 8.33 µM | actives 0.19% (n = 320,000) | TRPV1-expressing cells, Fluo-8 calcium influx, agonist mode; in the data active = activation above about 80%; inconclusive = between about 30% and that limit; also: 0% is about no effect
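Fluo-8 calcium influx in TRPV1-expressing cells, kinetic read (ex 480/em 520 nm). Compound added and read 3 min for agonist activity, followed by capsaicin at EC20 final and 2 min further read for enhancement.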
TSHR antag = Antagonists of the Thyroid Stimulating Hormone Receptor: HTS campaign. activity change, negative = inhibition, % at 11.5 µM. actives 0.2% (n = 330,000). Thyrotropin receptor (Homo sapiens), P16473. TSHR-expressing cells, TSH-stimulated cAMP HTRF, 2 h; hits give low values;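 active = activity change below a set negative limit, meaning inhibition stronger than a set level, cut at about -70% in these data; inconclusive = activity change between two set negative limits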; also: % is scaled to controls: 0 for no effect and ±100 for the full control effect
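Antagonism was scored as loss of TSH-driven cAMP in TSHR cells, stimulated with 4nM TSH (EC80) for 2 hours at 37 deg C and detected by homogeneous HTRF competition immunoassay.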
KCNH2 3.1 inh = qHTS for Inhibitors of KCHN2 3.1: Mutant qHTS; activity change, % (tested at about 1.8 µM); AID 720553, 2013; U2OS KCNH2 3.1, thallium flux FluxOr; hits give low values; actives 0.95% (n = 340,000);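 active = maximum activity change below -70%; inconclusive = maximum activity change from -70% to -50%; inactive = maximum activity change above -50%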;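 also: thallium influx rate constant from kinetic fluorescence after stimulation buffer; % is scaled to controls: 0 for no effect and ±100 for the full control effect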
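Measured as rate of thallium-driven FluxOr signal in transduced U2OS cells carrying the 3.1 channel, read kinetically for 2 min upon stimulation; values are rate constants scaled to DMSO control wells.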
USP2a inh = qHTS Assay for Inhibitors of Ubiquitin-specific Protease USP2a Using CHOP2 as the Reporter; USP2 core, Ub-CHOP2 coupled fluorogenic reporter, 485/531; Potency, µM (doses to about 38.3 µM), without a hit: at the top dose activity change, negative = inhibition, most hits filed as inhibitors; actives 0.01% (n = 330,000); AID 463254, 2010;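 also: potency is read from the fitted curve at half-maximal effect; plate controls were DMSO wells for no effect and full inhibition by NEM control for full effect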
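Cell-free coupled assay: 10nM USP2 core preincubated 30min RT with compound in Tris-HCl pH 8.0/CaCl2/CHAPS buffer, then 25nM Ub-CHOP2 and 25nM reporter substrate; fluorescence (Ex 485/Em 531) read after 60min RT, normalized to NEM inhibition, concentration-response curves fitted.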
KCNH2 WT inh = qHTS for Inhibitors of KCHN2 3.1: Wildtype qHTS; Voltage-gated inwardly rectifying potassium channel KCNH2 (Homo sapiens), Q12809; U2OS, BacMam KCNH2, thallium flux FluxOr; hits give low values; activity change, % at 1.84 µM; actives 0.37% (n = 340,000); AID 720551, 2013;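 active = maximum activity change below -70%; inconclusive = maximum activity change between -70% and -50%; inactive = maximum activity change above -50%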; also: % is scaled to controls: 0 for no effect and ±100 for the full control effect
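U2OS cells transduced with wild-type KCNH2 virus are loaded with FluxOr dye for 45 min, and thallium flux is measured in kinetic reads before and after stimulation buffer. Rate constants are normalized to DMSO controls.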
TCR activator = Activators of T cell receptors: qHTS campaign | 330,000 tested, under 10 active | Potency, µM (titrated, usually from 9.22 µM), for the others: at the top dose activation of IL-2 secretion, actives largely listed as activators | AID 504894, 2011 | primary human leukocytes, anti-CD3, IL-2 HTRF, 48 h; also: % of control where 0% means no effect
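Activity was scored as IL-2 release from primary human leukocytes given only a TCR signal (a-CD3 beads) plus compound for 48 hr. Detection used a two-antibody HTRF format read at 665nm.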
Eya2 inh = qHTS Assay for Inhibitors of the Phosphatase Activity of Eya2 | recombinant Eya2, OMFP fluorescence dephosphorylation (OMFP is methylfluorescein phosphate) | AID 488837, 2010 | Potency, µM (series often up to 76.9 µM), for inactives: at the highest dose activity, negative = inhibition, most hits filed as inhibitors | actives 0.006% (n = 330,000); also: potency is read from the fitted curve at half-maximal effect; % is scaled to controls: 0 for no effect and ±100 for the full control effect
Target sequence (O00167 whole entry, looked up): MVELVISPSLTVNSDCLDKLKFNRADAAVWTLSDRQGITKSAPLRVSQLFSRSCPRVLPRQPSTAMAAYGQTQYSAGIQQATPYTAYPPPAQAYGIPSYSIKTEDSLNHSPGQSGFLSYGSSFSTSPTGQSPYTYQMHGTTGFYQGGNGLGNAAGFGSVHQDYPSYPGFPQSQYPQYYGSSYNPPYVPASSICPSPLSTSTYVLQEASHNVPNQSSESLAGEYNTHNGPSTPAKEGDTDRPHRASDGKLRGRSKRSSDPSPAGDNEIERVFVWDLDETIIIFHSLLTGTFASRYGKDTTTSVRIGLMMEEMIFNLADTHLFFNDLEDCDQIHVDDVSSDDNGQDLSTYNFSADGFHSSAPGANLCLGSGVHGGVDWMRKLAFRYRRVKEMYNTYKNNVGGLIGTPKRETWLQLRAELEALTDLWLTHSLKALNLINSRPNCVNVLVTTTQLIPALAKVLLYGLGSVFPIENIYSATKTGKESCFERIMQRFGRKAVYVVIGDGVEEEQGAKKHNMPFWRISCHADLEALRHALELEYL
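Eya2 (0.2 uM) preincubated 10 min at ambient with compound, then OMFP substrate added at 50 uM; 10 min reaction in 50 mM HEPES pH 7.5, 50 mM NaCl, 5 uM MgCl2, 0.05% BSA, 1 mM DTT. Fluorescence read at Ex 485/Em 525 nm.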
ELG1 repair inh = qHTS screen for small molecules that inhibit ELG1-dependent DNA repair in human embryonic kidney (HEK293T) cells expressing luciferase-tagged ELG1; HEK293T ELG1-luciferase reporter, luminescence, 16 h; DNA damage induced by 5-fluorouridine; actives 2.3% (n = 330,000); Potency, µM (highest dose often 46.1 µM), for inactives: at the highest dose activity change, negative = inhibition, hits mostly inhibitors; also: potency is read from the fitted curve at half-maximal effect; % is scaled to controls: 0 for no effect and ±100 for the full control effect; nearly all actives have a fitted effect of over 55% in size
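In this reporter screen, reduction of luminescence relative to DMSO vehicle indicated activity. Compounds and 5-fluorouridine were added together to 2,000 cells per well, incubated for 16 hr at 37 °C, then developed with ONE-Glo.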
Mito fusion yeast = qHTS Assay for Small Molecule Inhibitors of Mitochondrial Division or Activators of Mitochondrial Fusion | actives 0.23% (n = 320,000) | Potency, µM (top dose mostly 46.1 µM), without a hit: at the highest dose growth rescue (activation), usual class: activators | S. cerevisiae fusion-defective mutant growth rescue, CellTiterGlo 48 h;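 also: potency is read from the fitted curve at half-maximal effect; % of control where 0% means no effect; nearly all actives have a fitted effect of over 45% in size; temperature-sensitive fusion mutants such as fzo1-1 at 37 °C on non-fermentable ethanol glycerol medium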
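Yeast fusion mutant, YPEG (non-fermentable carbon), compound, 48 h at 37C non-permissive; CellTiterGlo added, 10 min RT, luminescence read. Rescued growth = division inhibition.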
Active calls of the source: *; ? = inconclusive; · = no result given; [ ] = another dose, or the depositor's remark. Unless noted, calls follow the shape of the dose curve; as a rule, active = well fitted curve in the direction sought with a large enough effect; inconclusive = small, poorly fitted or top-dose-only effect, or another doubt; inactive = no such curve, though single readings can be large; an effect the other way counts as inactive or inconclusive. This is a subset; the hit share may differ from the screen's.

Start of the data: the first 4 entries, to show the layout:
#1 NC(=O)c1cc([N+](=O)[O-])ccc1NCCN1C(=O)c2ccc(C(=O)O)cc2C1=O
#2 COc1ccc(C(=O)Nc2ccc(CN3CCS(=O)(=O)CC3)cc2)cc1
#3 CC(C)CNC(=S)NNC(=O)c1csc2c1CCC(C)C2 (stereo not drawn)
#4 Nn1c(SCC(=O)Nc2ccc3c(c2)CCC3)nnc1C1CC1
assay / compound	1	2	3	4
AT treatment	-3%	3%	-3%	-15%
TRPV1 agonist	1	-1	20	·
TSHR antag	2	8	-19	-8
KCNH2 3.1 inh	-4	-4	2	-5
USP2a inh	13%	0%	1%	2%
KCNH2 WT inh	2	2	22	1
TCR activator	-2%	2%	·	2%[46.1 µM]
Eya2 inh	10%	?	-5%	-1%
ELG1 repair inh	6%	-18%	-11%	15%
Mito fusion yeast	-2%	0%	-3%	·

The listing (from the top)
#1 NC(=O)c1cc([N+](=O)[O-])ccc1NCCN1C(=O)c2ccc(C(=O)O)cc2C1=O
#2 COc1ccc(C(=O)Nc2ccc(CN3CCS(=O)(=O)CC3)cc2)cc1
#3 CC(C)CNC(=S)NNC(=O)c1csc2c1CCC(C)C2 (stereo not drawn)
#4 Nn1c(SCC(=O)Nc2ccc3c(c2)CCC3)nnc1C1CC1
#5 CCOC(=O)c1cc(NC(=O)Nc2ccc(OC)c(OC)c2)c(C)nc1C
#6 O=Nc1ccc(O)c2ncccc12
assay / compound	1	2	3	4	5	6
AT treatment	-3%	3%	-3%	-15%	0%	-3%
TRPV1 agonist	1	-1	20	·	-3	·
TSHR antag	2	8	-19	-8	11	1
KCNH2 3.1 inh	-4	-4	2	-5	-5	5
USP2a inh	13%	0%	1%	2%	6%	2%
KCNH2 WT inh	2	2	22	1	3	4
TCR activator	-2%	2%	·	2%[46.1 µM]	2%	4%
Eya2 inh	10%	?	-5%	-1%	-17%	0%
ELG1 repair inh	6%	-18%	-11%	15%	-21%	?
Mito fusion yeast	-2%	0%	-3%	·	-2%	-2%

#7 CC(=O)Nc1cccc(NS(=O)(=O)Cc2ccc(Cl)cc2)c1
#8 COc1ccc(CCNC(=S)NC(=O)/C=C/c2ccc(C)cc2)cc1OC
#9 CCCn1c(CNc2ccc(Br)cc2)nc2ccccc21
#10 CC/C(=N/NC(=O)c1ccc(Br)o1)c1ccc(Cl)cc1
#11 CCN1C(=O)c2ccccc2Sc2ccc(C(=O)NCCCN3CCCCC3)cc21
#12 Cn1c(SCC(=O)Nc2nccs2)nnc1-c1ccncc1
assay / compound	7	8	9	10	11	12
AT treatment	1%	·	15%	-4%	5%	-4%
TRPV1 agonist	1	3	·	14	2	-4
TSHR antag	3	-13	-28	-1	-8	20
KCNH2 3.1 inh	-20	-10	-10	-7	-16	11
USP2a inh	-3%	-9%	2%	1%	3%	-3%
KCNH2 WT inh	-18	-10	9	7	-1	8
TCR activator	0%	·	-6%	-3%[46.1 µM]	2%	-1%
Eya2 inh	17%	-12%	-5%	-2%	-8%	-26%
ELG1 repair inh	2%	·	-15%	20%	21%	4%
Mito fusion yeast	-5%	-12%[9.22 µM]	18%	-2%	4%	-1%

#13 CCCc1nnc(NC(=O)c2cc3ccccc3o2)s1
#14 N#Cc1ccc(OCC(=O)N(C2CCCCC2)C2CCS(=O)(=O)C2)cc1 (stereo not drawn)
#15 Cc1ccc(C(=O)N2CCN(c3ccccc3F)CC2)cc1NC1=NC2CS(=O)(=O)CC2S1 (stereo not drawn)
#16 N#CC(C(=O)NCc1ccco1)c1nc2ccccc2nc1N1CCOCC1 (stereo not drawn)
#17 O=C(/C=C/c1ccccc1)/C=C/c1ccccc1
#18 Cc1cccc(/C(N)=N/OC(=O)COc2ccc(Cl)cc2)c1
assay / compound	13	14	15	16	17	18
AT treatment	-1%	-5%	-2%	-5%	31%	17%
TRPV1 agonist	11	-1	5	1	?	0
TSHR antag	2	13	-7	-18	-25	7
KCNH2 3.1 inh	-17	5	-1	-2	0	8
USP2a inh	2%	3%	-2%	0%	2%	-2%
KCNH2 WT inh	3	-9	7	4	14	·
TCR activator	6%	-2%	-2%	2%	-2%[46.1 µM]	4%
Eya2 inh	17%	-12%	-26%	-12%	-12%	-6%
ELG1 repair inh	?	0%	6%	?	?	26%
Mito fusion yeast	9%	-1%	5%	18%	?	-9%

#19 O=C(Nc1cccc([N+](=O)[O-])c1)N1CCCCCC1
#20 Cc1scc(C(=O)NNC(=S)NCC2CCCO2)c1C (stereo not drawn)
#21 COc1ccc(CN(C)C(=O)c2ccc(NS(=O)(=O)c3ccccc3)cc2)c(OC)c1
#22 O=C(CCc1nc2ccccc2c(=O)[nH]1)OCC(=O)N1CCN(S(=O)(=O)c2ccccc2)CC1
#23 COc1ccc(C(=O)NCCc2ccc(C)cc2)cc1OC1CCN(C(C)=O)CC1
#24 O=C(CCC(=O)c1cccs1)Nc1ncccc1O
assay / compound	19	20	21	22	23	24
AT treatment	6%	-18%	-4%	-2%	14%	-4%
TRPV1 agonist	23	19	-2	-1	-1	0
TSHR antag	11	0	-3	-2	6	5
KCNH2 3.1 inh	-8	-1	-1	-7	·	-17
USP2a inh	1%	2%	-1%	1%	1%	0%
KCNH2 WT inh	2	-14	1	-4	19	-28
TCR activator	0%	-3%	3%	0%	-7%	-4%
Eya2 inh	9%	10%	-9%	2%	4%	8%
ELG1 repair inh	?	18%	-6%	1%	-27%	25%
Mito fusion yeast	4%	-2%	-2%	-1%	-1%	-12%

#25 CCCCn1c(SCC(=O)NCc2ccco2)nc2c1c(=O)n(C)c(=O)n2C
#26 COc1ccc(C(=O)C(CN2CCOCC2)c2ccccc2)cc1F (stereo not drawn)
#27 CCOC(=O)c1cc(-c2ccncc2)nc2c1c(C)nn2C
#28 CN1CCN(NC(=O)CC(C)(C)C)CC1
#29 COc1cc(/C=C2/CCc3ccccc3C2=O)cc(OC)c1OC
#30 O=C(O)CC12CC3CC(C1)CC(n1ncc(NCc4ccc(F)cc4)c(Cl)c1=O)(C3)C2
assay / compound	25	26	27	28	29	30
AT treatment	·	28%	-3%	-2%	5%	3%
TRPV1 agonist	3	8	-4	1	27	-3
TSHR antag	-7	-6	-25	0	-8	22
KCNH2 3.1 inh	16	1	4	-15	-2	-5
USP2a inh	1%	-2%	4%	2%	1%	3%
KCNH2 WT inh	-3	-5	2	-7	2	-3
TCR activator	5%[46.1 µM]	4%	·	-4%	-2%[46.1 µM]	7%
Eya2 inh	-5%	-4%	12%[15.4 µM]	-1%	4%	9%
ELG1 repair inh	4%	?	?	1%	?	-11%
Mito fusion yeast	-1%	-6%	1%	-5%	13%	2%

#31 O=C(CCCOc1ccccc1)NNC(=O)c1ccncc1
#32 O=C(Nc1ccccc1)C1CC(=O)n2c(nc3ccccc32)N1 (stereo not drawn)
#33 O=C(O)CCCCCNS(=O)(=O)c1ccc(Cl)cc1
#34 CCC(=O)Nc1cc(C(C)(C)C)ccc1C(C)=O
#35 O=C(Nc1ccc(OC(=O)c2ccccc2)c(-c2nc3ccccc3s2)c1)c1ccccc1
#36 COc1ccc(CCNC(=O)CSc2nnc(CNC(=O)c3cccs3)o2)cc1OC
assay / compound	31	32	33	34	35	36
AT treatment	7%	5%	10%	4%	-1%	-2%
TRPV1 agonist	·	1	-2	22	2	-2
TSHR antag	3	-1	3	-7	7	-1
KCNH2 3.1 inh	-10	-5	5	-2	-6	1
USP2a inh	8%	-1%	5%	3%	3%	0%
KCNH2 WT inh	1	-2	-5	0	2	-1
TCR activator	-4%[46.1 µM]	3%	·	0%[46.1 µM]	·	-1%
Eya2 inh	0%	5%	-2%	-13%	-4%	-23%
ELG1 repair inh	12%	1%	-8%	-8%	-14%	3%
Mito fusion yeast	·	-2%	1%	25%	2%	6%

Bioassay records from PubChem.
